Assay outcomes as filed in PubChem.
GPR151 activ – activates the human receptor GPR151. 650,000 compounds, 1% hits. PathHunter beta-arrestin GPR151 cells, luminescence. activation, % at 11.2 µM. Q8TDV0; in the data active = activation above about 4.9%;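 also: 0% = median of compound wells and 100% = cells with positive control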
Target sequence (Q8TDV0 whole entry, looked up): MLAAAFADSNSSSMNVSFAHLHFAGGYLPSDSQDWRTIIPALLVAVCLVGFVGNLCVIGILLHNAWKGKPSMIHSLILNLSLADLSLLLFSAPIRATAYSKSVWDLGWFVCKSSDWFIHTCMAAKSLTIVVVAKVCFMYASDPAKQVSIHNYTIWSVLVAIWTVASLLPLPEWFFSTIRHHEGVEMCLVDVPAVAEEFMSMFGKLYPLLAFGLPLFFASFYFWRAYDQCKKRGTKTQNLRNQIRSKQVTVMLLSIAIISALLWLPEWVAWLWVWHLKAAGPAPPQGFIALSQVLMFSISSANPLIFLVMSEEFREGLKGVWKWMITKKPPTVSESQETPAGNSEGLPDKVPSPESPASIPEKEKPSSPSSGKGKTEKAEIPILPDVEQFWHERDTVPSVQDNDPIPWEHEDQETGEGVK
FBW7 activator – human FBW7 E3 ligase activation, primary screen | Q969H0 | AlphaScreen FBW7–phospho-cyclin E peptide binding, activator screen | normalized activity (activation), % at 26.1 µM | 650,000 compounds, 0.13% hits | AID 1259310; in the data active = normalized activity above about 1.9%;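 also: purified mutant Fbw7 with reduced substrate affinity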
MITF inh – inhibitors of human MITF; AlphaScreen MITF homodimerization, bead proximity signal; inhibition, % at 2.6 µM; O75030; 650,000 compounds, 0.91% hits; in the data active = inhibition above about 50%;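 also: 0% = vehicle wells with protein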
Target sequence (O75030 whole entry, looked up): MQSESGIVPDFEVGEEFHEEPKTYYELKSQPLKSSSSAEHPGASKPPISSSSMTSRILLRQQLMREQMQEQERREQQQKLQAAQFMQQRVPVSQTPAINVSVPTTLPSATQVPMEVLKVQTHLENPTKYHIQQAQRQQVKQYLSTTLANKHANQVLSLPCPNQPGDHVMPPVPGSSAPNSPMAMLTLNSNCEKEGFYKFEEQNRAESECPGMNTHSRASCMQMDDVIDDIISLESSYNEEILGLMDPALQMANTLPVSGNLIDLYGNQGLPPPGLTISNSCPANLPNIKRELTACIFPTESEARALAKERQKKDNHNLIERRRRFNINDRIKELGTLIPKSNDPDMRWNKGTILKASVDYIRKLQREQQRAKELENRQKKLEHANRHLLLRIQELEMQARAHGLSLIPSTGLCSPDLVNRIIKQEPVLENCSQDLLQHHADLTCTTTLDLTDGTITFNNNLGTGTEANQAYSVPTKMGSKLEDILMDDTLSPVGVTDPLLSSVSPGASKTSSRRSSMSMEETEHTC
TEAD-YAP inh – TEAD-YAP interaction inhibition | inhibition, % at 9.12 µM | HEK-TIYL cells, TEAD-Gal4/YAP UAS-luciferase luminescence | 640,000 compounds, 1.4% hits | AID 1259422; in the data active = inhibition above about 32%;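 also: 0% = median of test compound wells and 100% = reference inhibitor wells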
The depositor's hits bear a star; & = joins results of further samples.

SMILES | GPR151 activ | FBW7 activator | MITF inh | TEAD-YAP inh
CC(C)N(CC(=O)N1c2ccccc2CC1C)Cc1ccccc1 (stereo unspecified) | -0.9 | 0.1 | 11.3 | -1.3
CCOc1cc(C(=O)Nc2ccsc2C(=O)OC)cc(OCC)c1OCC | -0.1 | 0.0 | 3.5 | -2.1
CCOC(=O)c1cc(NC(=O)C2C3CCC(O3)C2C(=O)O)cc(C(=O)OCC)c1 (stereo unspecified) | -0.2 | 0.0 | -8.8 | -22.7
COc1ccc(NC(=O)c2cc(S(=O)(=O)N(C)Cc3ccccc3)ccc2F)cc1 | -1.0 | 0.2 | -15.3 | -1.2
COCCCNS(=O)(=O)c1ccc(C(C)=O)cc1 | 1.5 | 0.1 | 1.3 | -15.7
COCCNC(=O)CCc1ccc(OC)cc1 | 4.2 | -0.1 | 3.1 | 11.9
COc1ccc(C2(c3ccccc3)NC(=O)NC2=O)cc1 (stereo unspecified) | 0.4 | 0.1 | 19.7 | 15.3
COc1ccc(C(=O)NCCC(=O)NCCCN2CCOCC2)cc1OC | 2.9 | -0.2 | -13.2 | 1.2
N#Cc1ccc(NC(=O)C2CC(=O)N(c3ccc(Br)cc3)C2)cc1 (stereo unspecified) | 0.9 | -0.1 | 1.8 | 0.4
CCN(CC)Cc1c(O)ccc2c(=O)c(-c3ccccc3OC)coc12 | 0.5 | -0.1 | 15.7 | 6.1
CCCCOc1ccc(C(CC(=O)c2ccc(Br)cc2)Nc2ccc(Br)cc2)cc1 (stereo unspecified) | 0.3 | -0.1 | 6.7 | 3.4
Cc1cnc(NCc2cccnc2)nc1NCCCN1CCCC1=O | -1.1 | 0.0 | 4.2 | 3.7
O=C(Nc1ccc(F)cc1)C1CC(=O)N(Cc2ccc(Cl)cc2)C(=Nc2ccc(Cl)cc2)S1 (stereo unspecified) | -0.2 | 0.1 | 11.4 | 3.2
Cc1cc(C)nc(NC(=O)COc2ccc(Cl)cc2C)c1 | 0.9 | -0.1 | -3.2 | -61.9
Cc1cc(C)n(C(=O)CCC(=O)Nc2ccccc2Cl)n1 | -2.0 | 0.5 | 10.0 | 10.4
Cc1ccc(OCC(=O)Nc2ccc(S(=O)(=O)Nc3ncccn3)cc2)c(Br)c1 | -0.5 | -0.2 | 0.8 | -1.6
CC(=O)N1CCc2c(sc(NC(=O)/C=C/c3ccccc3)c2C(N)=O)C1 | 0.5 | -0.1 | -9.8 | 10.9
Cc1cccc(Nc2nnc(SCC#N)s2)c1 | -1.2 | -0.2 | 2.4 | 1.1
COc1ccc(CCNc2nc(Nc3ccccc3)nc3c2ncn3-c2ccccc2)cc1 | -1.4 | -0.1 | 2.1 | 7.0
Cc1nnc(C)c2c(C)n(-c3ccc(N)cc3)c(C)c12 | -1.2 | -0.1 | 2.2 | 3.5
CCN(C(=O)CC(C)C)c1nnc(-c2ccccc2C)s1 | -1.2 | 0.3 | -3.2 | -23.9
Cc1cc(-c2nnc(SCC(=O)NCc3ccc(F)cc3)o2)no1 | 0.2 | 0.1 | -0.5 | 7.5
CCC(=O)C1=C(c2ccc(C(C)(C)C)cc2)N(C(=O)CC)n2cnnc2S1 | 6.4* | -0.1 | 7.0 | 66.8*
CCOC(=O)CC(=O)CSc1nc2c(sc(=S)n2-c2ccccc2OCC)c(=O)n1-c1ccc(C)cc1 | 0.6 | 0.1 | 5.5 | 0.1
N#Cc1cc(-c2ccnc(Nc3ccc(-n4cnc(N5CCOCC5)n4)cc3)n2)ccc1N1CCC(O)CC1 | -1.4 | 0.0 | 5.7 | 20.4

4 structures from above, sorted by formula weight, largest number first:
SMILES | GPR151 activ | FBW7 activator | MITF inh | TEAD-YAP inh
O=C(Nc1ccc(F)cc1)C1CC(=O)N(Cc2ccc(Cl)cc2)C(=Nc2ccc(Cl)cc2)S1 (stereo unspecified) | -0.2 | 0.1 | 11.4 | 3.2
COc1ccc(NC(=O)c2cc(S(=O)(=O)N(C)Cc3ccccc3)ccc2F)cc1 | -1.0 | 0.2 | -15.3 | -1.2
CCC(=O)C1=C(c2ccc(C(C)(C)C)cc2)N(C(=O)CC)n2cnnc2S1 | 6.4* | -0.1 | 7.0 | 66.8*
Cc1cnc(NCc2cccnc2)nc1NCCCN1CCCC1=O | -1.1 | 0.0 | 4.2 | 3.7

New compounds follow:
SMILES | GPR151 activ | FBW7 activator | MITF inh | TEAD-YAP inh
CCOC(=O)c1[nH]cnc1N | -0.4 | -0.1 | 2.5 | 1.9
COc1ccc(N=c2scc(-c3ccccc3)n2CCO)cc1 | 2.1 | -0.1 | -2.7 | -24.3
Cc1cc2cc(CNC(=O)c3ccc(Br)o3)ccc2n1C | 0.9 | 0.2 | -6.8 | -13.4
COc1ccc2oc(=O)c(C(=O)Oc3ccccc3Cl)cc2c1 | 1.2 | -0.1 | 10.2 | -4.9
CC1(C)CC(=O)C2=C(C1)Nc1[nH]c(=O)[nH]c(=O)c1C2c1cccs1 (stereo unspecified) | 0.7 | 0.0 | 6.8 | -3.4
CC(=O)Nc1sc(Cc2ccc3c(c2)OCO3)c(C)c1C(N)=O | -0.9 | 0.0 | 1.8 | -1.9
CC(=O)Nc1c(Cl)n(C(C)=O)c2ccccc12 | 0.8 | 0.0 | 3.8 | 0.2
Cc1cc(NCc2nc3ccccc3[nH]2)nc(Nc2ccc(-n3ccnc3)cc2)n1 | 3.6 | -0.1 | 3.7 | -13.8
O=C(NCCc1ccc(F)cc1)c1ccc(-n2cc(NC(=O)C3CCOCC3)cn2)cc1 | 0.1 | 0.0 | -2.2 | -7.9
OCCC1CN(Cc2nc3ccccc3s2)CCN1CCc1ccccc1 (stereo unspecified) | -2.6 | 0.0 | 13.3 | -3.7
O=C(NC1CC1)c1cccc(Nc2cnccn2)n1 | 1.4 | 0.0 | -3.8 | 3.9
CC1(C)CC(OC(=O)/C=C\C(=O)OC2CC(C)(C)NC(C)(C)C2)CC(C)(C)N1 | -0.1 | 0.2 | -5.2 | -12.0
Cc1ncc2c(c1CNC(=O)Cc1cccs1)CCN(C(=O)c1cccc(F)c1F)C2 | -0.3 | 0.0 | 0.5 | 16.0
CCOC(=O)CCS(=O)(=O)c1ccc2ccccc2c1 | 2.1 | 0.3 | 16.8 | 6.7
COc1ccc(-n2nc3c(c2NC(=O)c2ccco2)CSC3)cc1 | -0.3 | 0.0 | 9.0 | 4.7
COc1ccc(CNC(=O)c2ccccc2I)cc1OC | 0.3 | -0.2 | -4.3 | 4.2
Cc1c(C(=O)Nc2ccc(F)cc2Cl)sc2ncn(CC(=O)N3CCN(c4ccccn4)CC3)c(=O)c12 | -0.9 | 0.0 | -10.2 | -5.8
CCN(CC)Cc1c(O)c(Cl)cc2c(C)cc(=O)oc12 | -0.4 | -0.4 | 20.0 | -9.2
COc1ccc(NC(=O)C2(S(=O)(=O)c3ccc(Cl)cc3)CC2)cc1OC | -2.0 | 0.6 | -2.0 | 1.5
O=C(NC1CCCC1)c1ccc2c(c1)NC(=O)C(CS(=O)(=O)Cc1c(F)cccc1Cl)N2 (stereo unspecified) | -1.4 | -0.1 | 6.9 | 6.7
CCC(OC(=O)C(CC(C)C)NC(=O)c1ccccc1)C(=O)Nc1nnc(C)s1 (stereo unspecified) | -0.8 | -0.2 | -2.6 | 0.0
CCCCN(CC)S(=O)(=O)c1ccc(F)c(C(=O)Nc2ccc(OC)cc2)c1 | 0.4 | -0.1 | 1.3 | -8.9
CNC(=O)c1ccsc1NC(=O)c1cccc(Br)c1 | -0.1 | 0.0 | 12.1 | 13.5
COc1ccc2[nH]c(=O)c(CN(Cc3cccnc3)S(=O)(=O)c3ccc(C)cc3)cc2c1 | -0.1 | 0.0 | -2.5 | 0.0
CC1=C(C(=O)OCCOc2ccccc2)C(c2cccc([N+](=O)[O-])c2)C2=C(CC(c3ccccc3)CC2=O)N1 (stereo unspecified) | 0.6 | -0.2 | -5.6 | 10.2

Entries of single compounds, looked up by structure. Screens in order: GPR151 activ, FBW7 activator, MITF inh, TEAD-YAP inh
`Cc1cc(NCc2nc3ccccc3[nH]2)nc(Nc2ccc(-n3ccnc3)cc2)n1` across the screens: 3.6, -0.1, 3.7, -13.8
`COc1ccc(-n2nc3c(c2NC(=O)c2ccco2)CSC3)cc1` across the screens: -0.3, 0.0, 9.0, 4.7
`CCOC(=O)c1[nH]cnc1N` across the screens: -0.4, -0.1, 2.5, 1.9
`CC(=O)Nc1sc(Cc2ccc3c(c2)OCO3)c(C)c1C(N)=O` across the screens: -0.9, 0.0, 1.8, -1.9

Next structures follow.
SMILES | GPR151 activ | FBW7 activator | MITF inh | TEAD-YAP inh
COCCNC(=S)NNC(=O)OC(C)(C)C | -0.8 | 0.8 | 1.2 | 9.0
O=C(O)c1ccc(N2C(=O)/C(=C\c3cccnc3)SC2=S)cc1 | -1.0 | 0.1 | -7.9 | -3.6
CNC(=O)C(=O)Nc1ccc(OC)cc1 | -0.3 | -0.1 | -4.5 | -7.5
COC(=O)c1ccc(C(=O)OC)c(NC(=O)c2ccc(N)cc2)c1 | 2.7 | 0.2 | -3.8 | 12.0
CC(=O)N1CCc2cc(S(=O)(=O)N[C@@H](Cc3ccccc3)C(=O)O)ccc21 | 0.2 | -0.1 | 2.6 | 5.1
Cc1ccc(N2COc3ccc(Br)cc3C2)cc1 | 0.0 | -0.1 | 6.7 | 8.6
CCN(CCCNC(=O)c1ccc2c(=O)n(Cc3ccco3)c(=S)[nH]c2c1)c1ccccc1 | -1.0 | 0.1 | -0.1 | 12.3
O=S(=O)(Nc1cccnc1)c1ccc(Cl)s1 | -1.8 | 1.0 | 15.6 | -0.5
O=C1c2ccccc2C(=O)C1(Cc1ccccc1Br)c1ccc(Cl)cc1 | -1.3 | 0.1 | 4.1 | 6.0
Cc1ccc2[nH]c(=O)c3nnc(C)n3c2c1 | -1.9 | 0.3 | 21.9 | 3.6
C=CCSc1nnc2c(n1)OC(c1cccc(OC)c1)N(C(C)=O)c1ccccc1-2 (stereo unspecified) | -0.9 | 0.8 | 18.5 | 14.8
CC(C)(C)c1nnc(Nc2ccc3c(c2)OCCO3)[nH]c1=O | -0.7 | 0.1 | 2.2 | 7.5
CCc1ccc(NC(=O)CSc2nnc(C)c(=O)n2N)cc1 | 0.7 | -0.6 | 8.6 | -6.3
CCOC(=O)C1=C(C)NC2=C(C(=O)CCC2)C1c1ccc(OC)cc1 (stereo unspecified) | 0.6&-1.0&2.8 | -0.1&0.3&0.1 | 5.0&5.1&-5.0 | -0.2&0.4&-1.2
CC(=O)c1cccc(N(CC(=O)NCCSc2ccc(Cl)cc2)S(C)(=O)=O)c1 | -0.5 | -0.1 | 4.4 | 6.6
O=C(CCC(=O)Nc1ccc(Br)cc1)N/N=C/c1ccccc1O | 1.1 | -0.2 | -22.1 | 24.4
COc1ccc(-c2nc3s/c(=C4\C(=O)N(C)c5ccccc54)c(=O)n3n2)cc1OC | 0.2 | 0.1 | 1.8 | -4.8
CCCN(C(C)=O)c1nnc(-c2ccccc2C)s1 | -3.0 | 0.3 | 8.4 | -52.8
COc1cc(C2C3=C(CCCC3=O)NC3=C2C(=O)CCC3)ccc1OCc1ccccc1F | -0.5 | -0.1 | -7.0 | 1.3
O=C(CSc1nncs1)NNC(=O)c1ccccc1Br | -0.2 | 0.2 | 6.3 | 2.0
CC(=O)Nc1ccc(Br)cc1C(=O)c1nnc(N)s1 | 3.1 | 0.2 | -4.7 | -11.8
CCOc1ccc(C(c2sc3nc(C)nn3c2O)N2CCN(CC)CC2)cc1 (stereo unspecified) | -0.6 | 0.1 | -1.6 | 3.1
O=C(O)c1cnn2c(C(F)(F)F)cc(-c3ccccc3)nc12 | 0.0 | -0.1 | -6.5 | 0.9
COc1ccc(Cl)cc1Nc1ncnc2c1cnn2-c1ccccc1 | 0.0 | 0.1 | 9.6 | -14.6
Cc1ccc(NS(=O)(=O)c2ccc3[nH]c(=O)oc3c2)c(C)c1 | -0.7 | -0.4 | 3.2 | -9.5
Other results follow.
SMILES | GPR151 activ | FBW7 activator | MITF inh | TEAD-YAP inh
Cc1ccc(S(=O)(=O)c2nc(-c3cccs3)oc2N2CCC(C(N)=O)CC2)cc1 | -0.2 | 0.1 | 6.6 | -0.7
CCCc1[nH]n(-c2ccc(F)cc2)c(=O)c1C=NCc1ccc(F)cc1 | 0.2 | -0.2 | -15.9 | -0.4
CCC(=O)Nc1nc(C)c(-c2csc(Nc3ccccn3)n2)s1 | -1.3 | 0.0 | -13.6 | -59.3
CN(C)c1ccc(-c2nc3cc(NC(=O)c4cccc(Br)c4)ccc3o2)cc1 | 1.8 | 0.0 | 1.7 | -1.2
COc1cc(SC)ccc1C(=O)Nc1ccc(S(=O)(=O)NCC2CCCO2)cc1 (stereo unspecified) | 1.1 | 0.0 | 9.0 | 7.7
O=C(CSc1ccc(-c2cccnc2)nn1)NCc1ccc2c(c1)OCO2 | 2.1 | -0.3 | -2.4 | 2.5
COc1cccc(OC)c1C(=O)NCCCNc1nc2cc3c(cc2cc1C#N)OCO3 | 0.7 | -0.1 | -6.5 | -9.0
CCNC(=O)CN(c1ccc(C)cc1)S(=O)(=O)c1ccccc1 | 0.1 | 0.0 | 12.8 | 5.3
Cc1cccc(-c2cc(C(=O)NCCCCc3ccccc3)c3ccccc3n2)c1 | 0.9 | 0.4 | 14.2 | 17.2
O=C(Nc1sc2c(c1C(=O)N1CCOCC1)CCCCC2)c1cccs1 | -1.9 | 0.0 | 3.5 | 0.7
Cc1ccnc(SCCn2c(N3CCC(C)CC3)nc3c2c(=O)n(C)c(=O)n3C)n1 | -0.2 | -0.1 | 16.3 | 4.4
O=C1NCCN/C1=C/C(=O)c1ccccc1 | 1.6 | -0.2 | -7.3 | -33.5
Nc1nc(NCc2ccccc2)cc(NC2CCN(Cc3ccccc3)CC2)n1 | -0.8 | -0.3 | -1.4 | 15.9
CCN1CCN(CCCNC(=O)COc2ccc3c(c2)C(=O)CC(C)(C)O3)CC1 | 0.9 | 0.2 | 57.3* | 5.5
CCCNC(=O)c1cc(SC)ccc1Cl | -0.7 | 1.2 | 18.5 | 2.2
